ANO1 activ: TMEM16A chloride channel activators or potentiators, primary screen, cell-based, HTS | Anoctamin-1 (Mus musculus), Q8BHY3 | HEK293 TMEM16A/YFP-H148Q/I152L, iodide quench fluorescence; stronger effect = lower value | B-score at 10 µM | 340,000 tested, 0.3% active | AID 623877, 2012;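 active means fluorescence-ratio B-score plate-corrected deviation score at least 3 library SD below zero, with starting fluorescence score within 5 deviations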;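 further: channel opened by trigger with iodide after compound preincubation; score built on the fluorescence ratio of max minus min over baseline; more negative score means more quench and so TMEM16A activation or potentiation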
KCNQ1 pot: potentiators or activators of KCNQ1 channel, primary screen, cell-based, thallium flux, high-throughput | 310,000 tested, 0.35% active | AID 2648, 2010 | Potassium voltage-gated channel subfamily KQT member 1 (Homo sapiens), P51787 | CHO-K1 KCNQ1, thallium flux FluxOR fluorescence; stronger effect = higher value | B-score at 10 µM;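 active means fluorescence ratio B-score, a plate-corrected score, at least three library SD, with initial intensity B-score within 5 SD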
Target sequence (P51787 whole entry, looked up): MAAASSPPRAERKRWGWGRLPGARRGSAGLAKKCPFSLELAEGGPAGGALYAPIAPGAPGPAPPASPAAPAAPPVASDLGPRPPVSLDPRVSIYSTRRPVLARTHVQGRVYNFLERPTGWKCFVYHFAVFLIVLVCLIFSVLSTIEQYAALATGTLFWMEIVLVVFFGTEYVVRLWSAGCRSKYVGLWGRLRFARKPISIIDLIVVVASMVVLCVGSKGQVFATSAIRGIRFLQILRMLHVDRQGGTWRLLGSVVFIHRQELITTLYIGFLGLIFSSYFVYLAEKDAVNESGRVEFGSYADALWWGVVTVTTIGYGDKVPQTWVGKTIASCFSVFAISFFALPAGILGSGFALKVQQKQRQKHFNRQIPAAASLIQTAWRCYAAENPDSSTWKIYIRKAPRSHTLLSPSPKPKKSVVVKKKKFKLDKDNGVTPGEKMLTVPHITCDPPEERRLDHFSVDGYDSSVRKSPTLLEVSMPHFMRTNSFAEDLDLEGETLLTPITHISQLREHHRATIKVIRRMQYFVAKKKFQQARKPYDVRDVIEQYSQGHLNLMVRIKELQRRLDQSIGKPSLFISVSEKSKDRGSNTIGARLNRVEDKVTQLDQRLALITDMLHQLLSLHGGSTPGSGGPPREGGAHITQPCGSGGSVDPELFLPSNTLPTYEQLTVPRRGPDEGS
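Assay system: CHO-K1 cells stably expressing KCNQ1. Medium: assay buffer for compound exposure, DMSO matched across wells. Timing: 37 °C overnight plating, 90-min dark dye load, 20-min compound pretreatment. Signal: kinetic FluxOR fluorescence, 10 s baseline plus 110 s post-stimulus.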
HDAC3 inh: HDAC3 deacetylase inhibitors, primary screen, biochemical, fluorescence, cell-free homogeneous; Histone deacetylase 3 (Homo sapiens), O15379; recombinant HDAC3, fluorogenic peptide/trypsin coupled; inhibition, % at 8.3 µM; 320,000 tested, 0.15% active; AID 2718, 2010; in the data active means inhibition above about 26%, passing the limit was not always enough; inconclusive means no clear call, values can overlap the other calls
KCNK9 inh: KCNK9 potassium channel inhibitors, primary screen, HEK293 cells, thallium flux; Potassium channel subfamily K member 9 (Homo sapiens), Q9NPC2; FluxOR thallium flux fluorescence; stronger effect = lower value; B-score at 10 µM; 310,000 tested, 1.2% active; AID 488922, 2010;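 active means ratio B-score over 3 SD below the library mean, with starting fluorescence within 5 SD of its mean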;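 further: negative B-score means less thallium flux so channel inhibition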
RGS4 inh: RGS4 inhibitors, primary screen, cell-based, HEK293 M3R inducible RGS4, calcium flux | B-score at 10 µM | Fluo-4 calcium flux; stronger effect = higher value; triggered by carbachol at its EC20 | AID 463165, 2010 | Regulator of G-protein signaling 4 (Homo sapiens), P49798 | 310,000 tested, 0.45% active;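 active means B-score, a plate-corrected calcium signal, over three deviations above library mean, with baseline fluorescence within five deviations of library mean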;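 further: RGS4 expression induced by doxycycline in cells with stable M3 receptor; B-score is computed from the integrated fluorescence ratio over baseline after carbachol; higher B-score means a larger calcium signal and so more RGS4 inhibition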
Target sequence (P49798 whole entry, looked up): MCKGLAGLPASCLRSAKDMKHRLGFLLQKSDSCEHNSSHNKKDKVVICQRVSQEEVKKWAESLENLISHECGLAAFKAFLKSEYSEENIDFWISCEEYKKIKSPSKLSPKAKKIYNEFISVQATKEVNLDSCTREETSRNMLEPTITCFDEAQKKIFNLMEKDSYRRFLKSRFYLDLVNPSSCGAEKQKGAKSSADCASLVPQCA
hERG protect: hERG rescue from dofetilide block, primary screen, cell-based, CHO-hERG, FluxOR thallium flux, dofetilide IC70 | dofetilide IC70 present | Voltage-gated inwardly rectifying potassium channel KCNH2 (Homo sapiens), Q12809 | 310,000 tested, 0.51% active | activation (rescue from dofetilide block), less the hit threshold, % at 10 µM;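 active means activation above the mean of controls blocked by dofetilide plus 5 SD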;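 further: thallium influx through hERG after potassium depolarization seen as dye fluorescence rise; in these data hits start at about 4.7%; inactives centre near -7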
SKKanGAS inh: S. pyogenes SKKanGAS growth inhibitors in kanamycin, primary screen, streptokinase expression inhibitor project, SKKanGAS strain, BacTiter-Glo luminescence; 6 h; inhibition, % at 7.5 µM; 300,000 tested, 1.3% active;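 active means mean replicate score, as percent of positive control median, at least 50; inconclusive means mean below 50 but one replicate at or above 50; inactive means mean and every replicate below 50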;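 further: strain carries kanamycin resistance gene driven by streptokinase promoter and grows in 40 µg/ml kanamycin; loss of luminescence reflects streptokinase promoter inhibition or plain growth inhibition; 0% = median of DMSO wells and 100% = positive control at its reference dose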
ANO1 block: TMEM16A chloride channel inhibitors, primary screen, cell-based, HTS; Anoctamin-1 (Mus musculus), Q8BHY3; HEK293 TMEM16A/YFP iodide influx fluorescence, ionomycin; normalized B-score (activity score, 25-100; higher = stronger inhibition) at 10 µM; 310,000 tested, 1.2% active;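 active means ratio plate-corrected score three or more library SD toward inhibition, starting fluorescence score within five deviations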;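 further: score derived from kinetic fluorescence span divided by baseline fluorescence per well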
RGS4 pot: RGS4 potentiators or activators, primary screen, cell-based, HEK293 M3R inducible RGS4, calcium flux; 310,000 tested, 0.92% active; B-score at 10 µM; carbachol calcium flux Fluo4; stronger effect = lower value;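 active means B-score of the integrated calcium signal more than 4 SD below the library mean, with starting fluorescence not abnormally high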;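 further: negative B-score means reduced calcium response which marks RGS4 activation or potentiation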
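Reagent: ECmax carbachol challenge; Test system: M3R-expressing HEK293 line, RGS4 induced by doxycycline; Schedule: overnight RGS4 induction, 30 min dye load 37 °C, 20 min compound RT; Detection: calcium dye Fluo4 fluorescence; Read-out: Agonist-evoked peak-minus-minimum fluorescence over baseline, integrated ratio, B score.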
KCNQ1 inh: inhibitors of human KCNQ1 channel, primary screen, cell-based, thallium flux, high-throughput; CHO-K1 KCNQ1, FluxOR thallium flux fluorescence; stronger effect = higher value; 310,000 tested, 1.3% active; AID 2642, 2010; Potassium voltage-gated channel subfamily KQT member 1 (Homo sapiens), P51787; B-score at 10 µM;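 active means compounds whose thallium flux B-score, printed positive for inhibition, exceeds three library SD while starting fluorescence stays within three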;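 further: channel opened by potassium depolarization with thallium stimulus after 20 min compound exposure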
KCNK3 inh: human KCNK3 channel inhibitors, primary screen, CHO cells, FluxOR thallium flux, B-score. 340,000 tested, 0.84% active. AID 602410, 2012. Potassium channel subfamily K member 3 (Homo sapiens), O14649. B-score at 10 µM. FluxOR fluorescence; stronger effect = lower value;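 active means B-score under library mean minus 4 SD, starting fluorescence ratio at most library mean plus 5 SD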;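 further: more negative B-score means stronger inhibition of thallium flux through KCNK3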
* marks the source's active call; other numbers are inactive results; i = inactive; ? = inconclusive; . = no result given; & = joins results of further samples.

Molecule	RGS4 pot	HDAC3 inh	KCNQ1 inh	KCNK3 inh	KCNK9 inh	KCNQ1 pot	RGS4 inh	ANO1 block	SKKanGAS inh	hERG protect	ANO1 activ
Cc1cc(C)cc(N(C(C)C(=O)NCc2ccc3c(c2)OCO3)S(C)(=O)=O)c1 (stereo not given)	i	1	i	i	i	i	i	i	4	-8	i
Cc1ccccc1OCCn1cc(/C(N)=N/O)c2ccccc21	i	4	i	i	i	i	i	i	-5	0	i
O=c1[nH]cnc2scc(-c3ccccc3)c12	i	2	i	i	i	i	i	i	-2	-7	i
Cc1ccc(-n2c(-c3ccncc3)n[nH]c2=S)c(C)c1	i	0	i	i	i	i	i	i	-4	-3	i
CN(Cc1cnc2nc(N)nc(N)c2n1)c1ccc(C(=O)N[C@@H](CCC(=O)O)C(=O)O)cc1	i	-6&-6	i	i	i	i	i	i	89*	-9	i
CCCCOC(=O)c1ccc(N2C(=O)CC(N3CCN(C/C=C/c4ccccc4)CC3)C2=O)cc1 (stereo not given)	i	-2	i	i	i	i	i	i	3	-29	i
CCC1CCCCN1C(=O)c1ccc([N+](=O)[O-])o1 (stereo not given)	i	-1	i	i	i	i	i	i	-4	-4	i
COc1nc(NCc2cccnc2)nc(OC)n1	i	-2	i	i	i	i	i	i	-2	-5	i
Cc1ccc(SCCC(=O)NCc2ccncc2)cc1	i	0	i	i	i	i	i	i	-6	-8	i
CCOC(=O)C1CCCN(C(=O)Cn2nc(CC)n3c(cc4sccc43)c2=O)C1 (stereo not given)	i	-4	i	i	i	i	i	i	-5	-10	i
Cn1c(SCC(=O)C(C)(C)C)nnc1-c1ccncc1	i	1	i	i	i	i	i	i	-2	-8	i
COC(=O)c1ccccc1NC(=O)C1CC(=O)N(c2ccc(C)c(C)c2)C1 (stereo not given)	i	-8	i	i	i	i	i	i	-2	-15	i
CN(C(=O)CSc1nnc(Nc2ccccc2)s1)c1c(N)n(Cc2ccccc2)c(=O)[nH]c1=O	i	3	i	i	i	i	i	i	5	-6	i
Cc1ccc(S(=O)(=O)CC(=O)Nc2ccc(S(=O)(=O)Nc3ccccn3)cc2)cc1	i	-11	i	i	i	i	i	i	-1	-14	i
N#Cc1c(NC(=O)CN2CCCCC2)sc2c1CCC2	i	3	i	i	i	i	i	i	3	0	i
Cc1cc[n+](CC2OCc3ccccc3CO2)cc1	i	6	i	i	i	i	i	i	2	-13	i
O=C(CSc1nnc(COc2ccccc2)n1Cc1ccco1)Nc1ccc2c(c1)OCCO2	i	1	i	i	i	i	i	i	4	-7	i
COc1cccc(CN2CCN(Cc3cccc(Oc4ccccc4)c3)CC2)c1OC	i	-2	i	i	i	i	i	i	-4	-10	i
Cc1ccc(-n2c(C)cc(/C=N/NC(N)=S)c2C)cc1	i	11	i	i	i	i	i	i	-4	-2	i
Cc1cccc(C)c1NC(=O)c1ccc([N+](=O)[O-])s1	i	2	i	i	i	i	i	i	2	-4	i
Cc1ccc(OCc2nc(-c3cccs3)no2)c([N+](=O)[O-])c1	i	-2	i	i	i	i	i	i	10	-25	i
CCn1ncc(C(=O)Nc2ccc([N+](=O)[O-])cc2OC)c1C	i	-7	i	i	i	i	i	i	-10	-8	i
CC(C)(C)c1cc(N)n2nc(C(C)(C)C)cc2n1	i	-1	11*	i	i	i	i	i	13	-4	i
O=C(Cc1cccs1)NCCN1CCOCC1	i	-9	i	i	i	i	i	i	-3	-4	i
CCOc1ccccc1NC(=O)N1CCCC(c2nc(-c3ccc(C)o3)no2)C1 (stereo not given)	i	2	i	i	i	i	i	i	-18	-16	i
COc1ccc(CN(C)CC(=O)Nc2cccc3ccccc23)cc1F	i	?	i	-11*	i	i	i	i	-3	-14	i
Cc1ccc(C)c(S(=O)(=O)N2CCCOC2CNC(=O)C(=O)NCc2ccccc2)c1 (stereo not given)	i	-1	i	i	i	i	i	i	10	-9	i
Cc1ccc(S(=O)(=O)c2c(C)cc(C)nc2Oc2cccc(C)c2C)cc1	i	10	i	i	i	i	i	i	-1	-8	i
CC(C)(C)C1CCc2onc(C(=O)NCc3ccc(F)cc3)c2C1 (stereo not given)	i	13	i	i	i	i	i	i	.	-9	i
Cc1ccccc1NC(=O)Cc1nc(COC(=O)CSc2ccccc2)cs1	i	-4	i	i	i	i	i	i	-7	-15	i
O=C(O)c1ncn(Cc2ccc(Br)cc2)c1C(=O)O	i	?	i	i	i	i	i	i	-3	1	i
O=C(Nc1ccc2c(c1)OCO2)NC1CCN(Cc2ccccc2)CC1	i	-3	i	i	i	i	i	i	2	-4	i
CCCSc1nnc(NC(=O)Nc2ccc(C)cc2)s1	i	6	i	i	i	i	i	i	6	-9	i
CN(C)C=NC(=O)c1cc(C(=O)c2ccccc2)c[nH]1	i	?	i	i	i	i	i	i	-5	-3	i
CSCCC(NC(=O)c1ccccc1Cl)C(=O)Nc1cccc(S(=O)(=O)N2CCCC2)c1 (stereo not given)	i	-9	i	i	i	i	i	i	-3	-10	i
COc1ccc(CCC(=O)Nc2ccc(Cl)c(S(=O)(=O)N3CCCC3)c2)cc1	i	-6	i	i	i	i	i	i	1	-18	i
Brc1ccc(-c2nnc(-c3ccco3)o2)cc1	i	-3	i	i	i	i	i	i	-9	-2	i
Cc1cc(C)nc(N2C(=O)CC(C(=O)O)NC2=NCCc2c[nH]c3ccccc23)n1 (stereo not given)	i	-2	i	i	i	i	i	i	12	-3	i
CCOC(=O)Cc1nc(-c2cccc(C(F)(F)F)c2)no1	i	-1	i	i	i	i	i	i	18	-8	i
CCOC(=O)C1=C(C)NC(SCC(N)=O)=C(C#N)C1c1cccs1 (stereo not given)	i	0	i	i	i	i	i	i	-3	-5	i
Fc1ccc(Nc2nc(N3CCOCC3)c3ccccc3n2)cc1	i	5	i	i	i	i	i	i	-12	3	i
COc1nc(Oc2ccc(=O)n(C)n2)nc(N(C)C)n1	i	-2	i	i	i	i	i	i	-4	-8	i
CCN1CCN(c2ccc(S(=O)(=O)N3CCCCC3)cc2NC(=O)/C=C/c2ccc([N+](=O)[O-])cc2)CC1	i	21	i	i	i	i	i	i	4	-26	i
O=C(NCCCn1ccnc1)/C(=C/c1cccs1)NC(=O)c1ccco1	i	3	i	i	i	i	i	i	12	-9	i
O=S(=O)(c1ccc(Cl)cc1)N1CCN(C(=S)Nc2ccccc2F)CC1	i	-4	i	i	i	i	i	i	-4	-13	i
O=C(NNS(=O)(=O)c1ccc2ccccc2c1)C1CCN(Cc2ccccc2)CC1	i	1	i	i	i	i	i	i	-5	-14	i
CCC(CC)C(=O)NCCc1ccc(F)cc1	i	-4	i	i	i	i	i	i	1	-6	.
FC(F)(F)c1ccnc(Oc2ccc(C3=NCCS3)cc2)c1	i	.	i	i	i	i	i	i	5	-5	i
COc1ccccc1NC(=O)CSC1CC(=O)N(c2ccc3c(c2)OCO3)C1=O (stereo not given)	i	2	i	i	i	i	i	i	-7	-5	i
CCC(C)(C)n1nnnc1C(C(C)C)N1CCN(C)CC1 (stereo not given)	i	1	i	i	i	i	i	i	-4	3	i
Cc1ccc(S(=O)(=O)c2ccc(Cl)cc2)cc1S(=O)(=O)N1CCN(C)CC1	i	-1	i	i	i	i	i	i	-6	1	i
CC1CCN(S(=O)(=O)c2cn(CC(=O)Nc3ccc(C#N)cc3)cn2)CC1	i	3	i	i	i	i	i	i	-5	0	i
CCOC(=O)C1CCN(S(=O)(=O)c2ccc3c(c2)CC(=O)N3)CC1	i	-8	i	i	i	i	i	i	5	-10	i
CC(=O)Nc1ccc(S(=O)(=O)N2CCC(C(=O)NCc3cccnc3)CC2)cc1	i	9	i	i	i	i	i	i	-4	-10	i
O=C(Cc1ccc([N+](=O)[O-])cc1)Nc1cccc(C(F)(F)F)c1	i	.	i	i	i	i	i	i	0	-11	i
CC(=O)Nc1sc(N/N=C\c2ccco2)nc1-c1cccs1	i	5	i	i	i	i	i	i	11	-10	i
Cc1ccc(NC(=O)CCC(=O)OCC(=O)c2ccc(Oc3ccc([N+](=O)[O-])cc3)cc2)cc1	i	-2	i	i	i	i	i	i	-1	-8	i
C=CCNC(=S)NNc1nc(N2CCCC2)nc(N2CCCC2)n1	i	1	i	i	i	i	i	i	2	-7	i
